# Source: PubChem (several laboratories)
# PKA-R1A act = activators of PKA-R1A holoenzyme, primary screen, biochemical, fluorescence polarization, Cy5-IP20, bovine R1A, mouse PKAc; AID 504707, 2011; activation, % at 11.4 µM; hit rate 0.083% among 340,000; PKA-R1A dissociation; scaled: DMSO 0%, 113 µM cGMP 100%;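 active = percent activation above the mean of all tested compounds plus 3 SD, cut at about 19% in these data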;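 also: higher means more PKAc released from R1A so a rise in polarization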
# CDK5 inh = inhibitors of human CDK5/p35 kinase, primary screen, biochemical, single concentration | Cyclin-dependent kinase 5 (Homo sapiens) + Cyclin-dependent kinase 5 activator 1 (Homo … | hit rate 0.01% among 330,000 | inhibition, % at 10 µM | AID 488839, 2010 | Recombinant CDK5/p35, ADP-Glo luminescence, 60 min;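 active = highest replicate inhibition of at least 50% and at least 75% of replicates reaching 50%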;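 also: plate controls were DMSO neutral control for no effect and GW8510 at 10 µM for full effect; many of its hits are not listed in these tables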
# Target sequence (Q00535 whole entry, looked up): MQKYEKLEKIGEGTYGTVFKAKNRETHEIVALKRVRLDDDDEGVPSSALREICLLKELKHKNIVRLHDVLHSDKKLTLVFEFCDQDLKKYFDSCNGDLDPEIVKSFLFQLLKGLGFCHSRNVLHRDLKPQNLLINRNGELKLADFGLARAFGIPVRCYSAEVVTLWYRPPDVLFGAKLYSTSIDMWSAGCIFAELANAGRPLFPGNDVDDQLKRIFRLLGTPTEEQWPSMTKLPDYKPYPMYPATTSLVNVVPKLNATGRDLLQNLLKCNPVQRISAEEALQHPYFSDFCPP
# Target sequence (Q15078 whole entry, looked up): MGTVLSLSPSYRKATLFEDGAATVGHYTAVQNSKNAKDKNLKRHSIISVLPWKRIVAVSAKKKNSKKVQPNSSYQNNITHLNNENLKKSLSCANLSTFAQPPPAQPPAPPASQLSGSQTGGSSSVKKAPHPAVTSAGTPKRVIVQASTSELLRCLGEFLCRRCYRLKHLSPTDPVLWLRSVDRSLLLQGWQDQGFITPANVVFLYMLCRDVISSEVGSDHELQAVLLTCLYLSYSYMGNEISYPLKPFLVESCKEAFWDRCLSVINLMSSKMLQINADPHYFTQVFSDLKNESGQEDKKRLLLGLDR
# SR-BI uptake up = activators of SR-BI mediated DiI-HDL uptake, primary screen, ldlA[mSR-BI] CHO cells, DiI fluorescence. AID 504775, 2011. hit rate 0.096% among 320,000. 3 h; 100 = double the neutral-control signal. activation, % at 12.5 µM;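 active = mean replicate activation of at least 60% and every replicate at or above 60%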;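 also: 0% = median plate neutral-control signal and 100% = twice that signal; values of inactives mirror those of a sister screen read the other way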
#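 material = CHO ldlA[mSR-BI] cells | medium = Ham's F12 with 0.5% BSA, HEPES 25 mM, pH 7.4 | reagent = fluorescent DiI-HDL, 10 µg/mL final | compound dosing = single-point compound dose | incubation = 3 h, 37 °C | measured by = bottom-read fluorescence, 550/595 nm | measure = HDL uptake via cellular fluorescence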
# Mot1-301 SUMO = yeast Mot1-301 growth rescue at high temperature, primary screen, SUMOylation pathway inhibitor project, S. cerevisiae, ATP luminescence, 38.5C; AID 2716, 2010; S. cerevisiae Mot1-301 growth rescue; percent above DMSO median, 100 means doubled; growth rescue, % at 18.8 µM; hit rate 1% among 320,000;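 active = every valid replicate shows activation above 250% relative to neutral control wells; inactive = the rest, any valid replicate at or below 250%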;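 also: OY570 slx delta 5 strain wells were the positive control but not used for scaling; some compounds called inactive have numbers as strong as hits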
# Arrestin-AP2 inh = inhibitors of beta-arrestin/AP2 binding, primary screen, biochemical, GPCR trafficking, flow cytometry; beta-arrestin 1 C-terminal peptide binding to AP2 beta2-adaptin appendage (human); inhibition, % at 10 µM; FITC-arrestin peptide / GST-AP2 beads; AP2 beta2 appendage carries R879A mutation; hit rate 0.31% among 340,000; AID 504490, 2011;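 active = inhibition above a set limit, near 3 SD of compounds lacking own fluorescence, cut at about 54% in these data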;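 also: plate controls were DMSO wells for no effect and 5 µM unlabelled arrestin peptide for full effect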
#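 Material – GST-tagged AP2 beta2-adaptin appendage (R879A) on 4 µm glutathione beads · Probe or stimulus – fluorescein-tagged arrestin peptide at 50 nM final · Timing – 12 min plus 1 h, RT · Detection – bead flow cytometry, FITC channel · Read-out basis – inhibition as reduced fluorescein signal on beads, percent · Medium – PBS plus Tween 20 (0.05%) and BSA (0.1%)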
# dFosB activator = activators of delta FosB homodimer, primary screen, biochemical, fluorescence polarization, TAMRA-CDK5 oligo, single point; Protein FosB (Mus musculus), P13346; purified delta FosB; percent of positive-control signal above neutral wells; hit rate 0.99% among 340,000; activation, % at 25 µM;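 active = mean activation above about 17%, with every replicate also reaching it, limit read from the data, passing the limit was not always enough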;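 also: fluorescence polarization rise as delta FosB binds a TAMRA Cdk5 AP-1 oligo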
# PKA-R2B activ = activators of PKA-R2B holoenzyme, primary screen, biochemical, fluorescence polarization, Cy5-IP20, human; hit rate 0.079% among 340,000; AID 504700, 2011; PKA-R2B holoenzyme dissociation; R2B truncated from residue 108, S112A mutant; 0% DMSO only, 100% 113 µM cGMP; activation, % at 11.4 µM;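 active = activation above a cutoff set at the mean over all compounds plus 3 SD, cut at about 18% in these data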;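 also: higher means more holoenzyme dissociation and a rise in polarization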
# Target sequence (P31323 whole entry, looked up, other chains not shown, the tested form may be a part): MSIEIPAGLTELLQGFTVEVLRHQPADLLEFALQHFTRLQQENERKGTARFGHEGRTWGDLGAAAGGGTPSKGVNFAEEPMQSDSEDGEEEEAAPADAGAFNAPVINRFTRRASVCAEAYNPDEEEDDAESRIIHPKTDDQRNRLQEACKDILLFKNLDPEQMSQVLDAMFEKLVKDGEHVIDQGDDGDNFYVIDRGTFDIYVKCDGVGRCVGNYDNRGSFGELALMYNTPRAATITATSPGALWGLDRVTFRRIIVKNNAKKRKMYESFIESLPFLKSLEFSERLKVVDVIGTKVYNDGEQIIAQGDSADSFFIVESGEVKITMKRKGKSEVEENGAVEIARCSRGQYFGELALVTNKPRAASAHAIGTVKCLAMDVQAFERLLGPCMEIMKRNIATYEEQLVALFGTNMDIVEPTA
# Pemphigus Ab inh = inhibitors of pemphigus antibody binding to DSG3, primary screen, biochemical, bead-based, flow cytometry, scFv-GFP; Desmoglein-3 (Homo sapiens), P32926; DSG3-coupled beads, scFv-anti-DSG3-GFP binding; stronger effect = lower value; binding (percent of control), % at 10 µM; hit rate 0.48% among 310,000; AID 588358, 2011;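 active = binding more than 3 SD below its plate's average and above zero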; also: some compounds called inactive have numbers as strong as hits
# MITF TRPM1 HTS = activators of MITF-driven TRPM1 promoter reporter, primary screen, cell-based, SK-MEL-5, luciferase, single point; SK-MEL-5 TRPM1-promoter luciferase, 24 h; % of positive control, neutral wells = 0; activation, % at 12.5 µM; hit rate 0.75% among 300,000; AID 588334, 2011;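 active = mean activation of at least 80% with every replicate also reaching 80%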;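 also: 0% = neutral control wells and 100% = parthenolide positive control wells; values of inactives mirror those of a sister screen read the other way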
# NSD2 inh = NSD2 histone methyltransferase inhibitors, primary screen, biochemical, AlphaScreen, single concentration, set 2; AID 743445, 2014; hit rate 0.54% among 310,000; Histone-lysine N-methyltransferase NSD2 (Homo sapiens), O96028; NSD2 peptide methylation, 120 min; inhibition, % at 12.5 µM; in the data active = inhibition above about 50%
# SR-BI HDL uptake = inhibitors of SR-BI mediated HDL lipid uptake, primary screen, ldlA[mSR-BI] cells, fluorescence, single point | AID 488896, 2010 | Scavenger receptor class B member 1 (Mus musculus), Q61009 | ldlA[mSR-BI] CHO cells, DiI-HDL uptake fluorescence, 3 h | hit rate 0.96% among 320,000 | inhibition, % at 12.5 µM;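 active = mean replicate inhibition of at least 70% and a set share of replicates each scoring 70 or more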;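 also: 0% = median of neutral control wells and 100% = median of positive control wells; values of inactives mirror those of a sister screen read the other way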
# The depositor's hits bear a star; · = not tested or not shown; & = joins results of further samples. No enrichment for hits; any-hit rate near 4.7%.
PKA-R1A act,CDK5 inh,SR-BI uptake up,Mot1-301 SUMO,Arrestin-AP2 inh,dFosB activator,PKA-R2B activ,Pemphigus Ab inh,MITF TRPM1 HTS,compound,NSD2 inh,SR-BI HDL uptake
2,1.1,-62,207,3,-5,5,104,-2,O=C(Nc1ccc(N2CCOCC2)cc1)c1cc(-c2ccncc2)nc2ccccc12,2,62
7,-1.8,·,-3,15,-8,-7,108,-9,CCc1nc2nc(C)c(NS(=O)(=O)c3ccc(C4CCCCC4)cc3)c(=O)n2[nH]1,-2,·
-5,-1.9,4,·,4,-11,1,101,-5,O=C(O)CCC(=O)OCCN(Cc1ccc(Oc2ccc([N+](=O)[O-])cc2)cc1)C(=O)C(Cl)Cl,-2,-4
-8,2.4,-4,-25,26,-2,0,103,0,CCCC(=Nc1ccccc1)C1=C(O)C(C(=O)OC)C(C)(C)CC1=O (stereo not drawn),2,4
-13,0.0,1,27,30,0,-7,95,-15,COc1ccc(C(=O)N2CCOC2CNC(=O)C(=O)NCc2ccc3c(c2)OCO3)cc1 (stereo not drawn),-1,-1
-12,·,-15,62,0,2,-5,92,7,NNc1nc2ccc(F)cc2s1,-1,15
-8,0.3,-67,-23,8,-7,-6,97,-3,CSc1ccccc1NC(=O)CN(C)C(=O)C1CCN(C(=O)Nc2ccccc2)CC1,-2,67
-6,1.5,-6,1,-2,3,-2,90,-1,C#C[C@]1(O)CC[C@H]2[C@@H]3CCc4cc(O)ccc4[C@H]3CC[C@@]21C,·,7
-14,2.3,12,-4,34,-4,-5,112,2,Cc1cccc(C(=O)NC2CCN(C(=S)NCc3ccco3)CC2)c1,3,-12
3,-2.9,-14,5,0,-8,-5,106,·,COc1ccc(-n2c(=O)c(CCC(=O)N3CCC(C)CC3)nc3ccccc32)cc1,3,14
-9,0.2,-2,0,1,-7,-5,101,-31,Cc1ccc(NCC(=O)Nc2cccc(S(=O)(=O)N(C)C)c2)cc1S(=O)(=O)N1CCCCCC1,0,2
1,-0.9,14,-23,5,-5,-2,94,0,CCC(C)(C)NC(=O)C(c1cccs1)N(C(=O)c1ccn[nH]1)c1cccc(OC)c1 (stereo not drawn),1,-14
-1,-2.6,1,4,10,5,2,108,-2,COc1ccc(C)c2sc(N(CCCN(C)C)C(=O)CS(=O)(=O)c3ccc(F)cc3)nc12,13,-1
1,-0.1,16,-7,3,2,7,100,·,Cn1cc(SCC(=O)N2CCOCC2)c2ccccc21,·,-16
-1,1.4,-57,·,5,-12,-2,96,-6,CN(C(=O)c1cccc(NC(=O)Cc2cccc(NC(=O)C3CCN(C(=O)C4CCCC4)CC3)c2)c1)C1CC1,·,57
-3,1.4,0,-14,1,-1,-8,107,-21,COc1cc(C(=O)NNC(=S)NC(=O)c2ccc(Cl)cc2)cc(OC)c1OC,2,0
-10,0.5,20,7,16,0,-9,·,1,C/C(Cc1ccccc1)=N\NC(=O)CNC(=O)c1ccccc1F,-7,-20
-11,1.4,7,-8,1,1,-13,103,-3,Cc1cccc(COCC(CC(C)C)N2CCN(C(=O)c3ccc(C(F)(F)F)cc3)CCC2=O)c1 (stereo not drawn),·,-7
·,-1.2,0,14,-5,-8,·,117,-4,Cc1cccc2cncc(OCc3nnc(SC(F)F)n3C)c12,-3,0
3,0.0,-11,259,5,-8,4,·,2,Cc1nn(CCC(=O)Nc2cccc(C#N)c2)c(C)c1S(=O)(=O)N1CCCCC1,1,11
-2,-0.5,10,61,15,2,-5,111,-7,CCOC(=O)c1[nH]c(C)c(C(=O)NCc2cccnc2)c1C,·,-10
-5,0.5,16,14,9,-3,-15,102,6,Cc1cc(Oc2ccc(=O)n(C)n2)nc(Oc2ccc(=O)[nH]n2)n1,·,-16
-6,1.0,1,5,8,-13,-11,104,3,COc1cccc(C(=O)CN2C3=NCCCN3c3ccccc32)c1,-1,-1
7,-6.9,-44,5,13,-10,0,110,-8,COc1ccc(-c2csc(CCN3N=C(C)CC3=O)n2)cc1,4,44
-1,-1.4,5,·,3,-15,-3,113,3,CC(C)CN(C(=O)COC(=O)c1ccccc1SCC(=O)N1CCCC1)C1CCS(=O)(=O)C1 (stereo not drawn),0,-5
5,-2.1,10,-10,-5,0,-1,·,·,Cn1nnnc1SCc1ccccc1[N+](=O)[O-],3,-10
-4,0.4,-20,12,10,-9,-1,124,-5,CCOC(=O)CN(C(=O)Cn1nnc(-c2ccc(OC)cc2)n1)C(C(=O)NC1CCCC1)c1ccc(F)cc1 (stereo not drawn),-1,20
0,-0.7,-26,-10,-7,-6,-4,85,24,N#C/C(=C\c1cn(-c2ccccc2)nc1-c1cc2ccccc2o1)c1nc2ccccc2[nH]1,-3,26
-9,-2.0,13,-6,4,-4,4,106,36,COc1ccc(CC(=O)OCn2nnc3ccccc3c2=O)cc1,-1,-13
-3,-1.1,-54,-5,6,-4,-9,103,-5,COc1cc(NC(=O)c2cccs2)c(OC)cc1NC(=O)CCC(=O)Nc1ccc(C)cc1,0,54
4,2.2,7,1,2,-2,9,99,-1,Cc1cccc(C)c1NC(=O)CN(C)C(=O)Cn1c(=O)cnc2ccccc21,-1,-7
4,-0.2,10,-1,-6,-6,-8,116,-3,Cc1nnc(SCC(=O)N2CCOCC2)[nH]c1=O,0,-10
5,2.6,-31,2,-5,-9,-6,118,38,C/C(=N\NC(=O)c1cccc(O)c1)c1cccc(NC(=O)c2ccc(F)cc2)c1,0,31
0,-1.5,20,-24,16,-1,-12,104,13,O=S1(=O)C[C@@H](N2CCOCC2)[C@H](N2CCOCC2)C1,-2,-20
-14&-1,0.5&-0.6,0&24,-15&2,-29&9,3&-1,7&4,112&100,-8&-3,Cc1ccc(S(=O)(=O)Nc2c(C)n(C)n(-c3ccccc3)c2=O)cc1,0&-7,0&-24
-3,-0.5,4,209,-20,-12,-16,95,15,O=C(O)c1cc(-c2ccc(Br)s2)nc2ccccc12,1,-4
-11,-0.9,-4,-15,27,-7,-2,114,8,Cc1occc(=O)c1OCc1c(Cl)cccc1Cl,0,4
-8,-1.9,·,-26,-8,-1,0,·,3,O=C(CN(C(=O)CNS(=O)(=O)c1ccccc1)c1ccc(Cl)cc1)NCC1CCCO1 (stereo not drawn),-9,·
-10,2.7,-81,-5,2,0,-2,105,-16,COc1ccc(OC)c(Nc2nc(-c3sc(NC(=O)C(C)(C)C)nc3C)cs2)c1,·,81*
-12,-2.0,13,12,30,2,-14,101,3,Cc1onc(-c2c(F)cccc2Cl)c1C(=O)NC1=NCCS1,21,-13
-13,-5.6,4,9,14,-2,-2,106,4,COCC(=O)N(Cc1cc2cc(C)ccc2[nH]c1=O)c1ccccc1,1,-4
-3,0.3,-20,-3,0,-5,-2,119,·,CN(C)C(=O)CSc1nc2ccc(C(=O)c3ccccc3)cc2[nH]1,0,20
3,-0.7,-5,307,-6,-3,5,91,3,CC(C)(C)c1ccccc1OCC(=O)NCCC(=O)O,0,5
-4,0.7,-16,27,4,-8,12,79,-70,Cc1cccc(N=Nc2ccc(O)c3ncccc23)c1,7,16
3,-3.8,-9,26,-10,0,0,97,14,CC(C)(C)c1ccc(C(=O)NCC(=O)N2CCCCCC2)cc1,1,9
6,-0.8,2,-20,11,-13,2,·,-1,O=c1[nH]c(CSc2nnc(-c3ccccc3)n2C2CCCCC2)nc2ccccc12,1,-2
-6,-0.5,13,-7,-6,1,-4,94,·,CN(C)CC(=O)Nc1ccc(S(N)(=O)=O)cc1,-4,-13
-14,-0.3,22,-2,-7,-17,-2,103,10,O=c1[nH]c(CSc2nc(-c3ccccc3)cs2)nc2ccccc12,-1,-22
2,-4.7,13,15,2,-1,-12,110,-3,Cc1noc(C)c1S(=O)(=O)NCCN1CCN(c2ccccc2)CC1,-1,-13
-3,0.6,-18,-14,19,9,-4,97,-1,COC(=O)C1(C)NC(c2ccccc2F)C2C(=O)N(c3ccccc3)C(=O)C21 (stereo not drawn),-1,18

# Further structures:
PKA-R1A act,CDK5 inh,SR-BI uptake up,Mot1-301 SUMO,Arrestin-AP2 inh,dFosB activator,PKA-R2B activ,Pemphigus Ab inh,MITF TRPM1 HTS,compound,NSD2 inh,SR-BI HDL uptake
-11,2.1,-15,-3,27,-7,-6,·,0,CCOC(=O)C1=C(COC(=O)CCNS(=O)(=O)c2ccc(C)c(C)c2)NC(=O)NC1C (stereo not drawn),4,15
-8,-1.1,0,145,-8,-17,4,99,7,CCCCSCCCNC(=O)c1cn(CC)c2ccc(S(=O)(=O)N3CCOCC3)cc2c1=O,0,0
-3,-1.9,·,-14,-19,-9,-8,·,2,COc1cc(/C=C/c2cccc[n+]2C)ccc1OCC(=O)Nc1cccc(Cl)c1,6,·
5,-0.7,8,7,-2,1,1,101,10,CN(C)S(=O)(=O)N(Cc1ccc(Br)cc1)c1ccccc1,-7,-8
-4,-3.7,15,-11,-8,-16,2,94,2,Cc1ccc2c(c1)C1CN(C)CCC1N2C(=O)COc1ccccc1F (stereo not drawn),-4,-15
6,0.4,12,183,-2,-11,-22,96,2,COc1cc(NC(=S)NNC(=O)CC(C)C)c(OC)cc1Cl,-1,-12
-3,-0.6,6,-15,32,-1,-3,90,-9,CN1CCN(CC(C)(C)NS(=O)(=O)c2ccccc2)CC1,3,-6
